RAD54 inh: inhibitors of human RAD54 branch migration, primary screen, biochemical, fluorescence, single point. RAD54 Holliday junction branch migration, FAM/BHQ fluorescence. inhibition, % at 10.4 µM. DNA repair and recombination protein RAD54-like (Homo sapiens), Q92698. hit rate 0.14% among 360,000;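 active = mean normalized replicate activity at least 40 and at least half of replicates scoring 40 or more; inconclusive = only one of the two criteria met; inactive = mean below 40 and under half of replicates reaching 40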;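 also: 0% = median of neutral control wells and 100% = median of positive control wells; inhibitors cause a drop in the FAM fluorescence signal; in these data hits start at about 50%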
PglD DTNB: C. jejuni PglD acetyltransferase inhibitors, primary screen, biochemical, DTNB colorimetric, single point; AID 602405, 2012; hit rate 0.098% among 360,000; purified PglD enzyme, DTNB colorimetric CoA detection; inhibition, % at 12.5 µM; in the data active = inhibition above about 16%, passing the limit was not always enough; inconclusive = no clear call, values can overlap the other calls; also: strong numbers were not always called active
E-sel inducer: E-selectin induction in HUVECs, primary screen, imaging, HUVEC, immunofluorescence imaging, single point. P16581. normalized: neutral wells 0, TNF-alpha wells 100. activation, % at 7.58 µM. hit rate 0.37% among 260,000. AID 686992, 2013;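 active = mean E-selectin-positive cell signal at least 10% of the positive control, reached in at least 60% of replicates, without over 20% cell loss; inconclusive = no rule given, readout overlaps actives, possibly toxicity-flagged; inactive = the rest, including those meeting only one limit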;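 also: in these data hits start at about 27%; measured in HUVEC primary endothelial cells; signal is the percent of cells scored E-selectin positive by PE staining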
Target sequence (P16581 whole entry, looked up): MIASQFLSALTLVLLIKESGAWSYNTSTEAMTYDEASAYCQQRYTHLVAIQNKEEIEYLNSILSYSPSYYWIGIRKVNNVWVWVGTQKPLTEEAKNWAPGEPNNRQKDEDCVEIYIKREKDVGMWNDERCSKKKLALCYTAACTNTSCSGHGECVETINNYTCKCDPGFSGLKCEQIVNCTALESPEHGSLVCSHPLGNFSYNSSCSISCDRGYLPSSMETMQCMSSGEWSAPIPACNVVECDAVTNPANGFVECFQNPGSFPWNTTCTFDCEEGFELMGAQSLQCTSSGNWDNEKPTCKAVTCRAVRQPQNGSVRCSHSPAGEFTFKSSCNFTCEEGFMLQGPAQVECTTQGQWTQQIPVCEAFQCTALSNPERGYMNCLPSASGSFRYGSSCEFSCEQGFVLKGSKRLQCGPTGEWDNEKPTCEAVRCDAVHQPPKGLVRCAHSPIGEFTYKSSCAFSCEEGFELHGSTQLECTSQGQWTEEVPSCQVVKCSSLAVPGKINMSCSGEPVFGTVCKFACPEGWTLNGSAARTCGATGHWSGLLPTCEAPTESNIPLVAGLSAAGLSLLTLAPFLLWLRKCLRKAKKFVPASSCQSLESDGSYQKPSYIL
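Test system: HUVEC; input: 3,000 HUVEC/well; measured by: immunofluorescence imaging; read-out: % PE-positive cells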
RAD52 anneal inh: RAD52 DNA annealing inhibitors, primary screen, biochemical, FRET, single point, set 2; DNA repair protein RAD52 homolog (Homo sapiens), P43351; AID 651710, 2012; inhibition, % at 18.7 µM; recombinant RAD52 DNA annealing, FRET fluorescence; hit rate 0.46% among 360,000;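 active = every replicate showing at least 50% inhibition; inconclusive = mean inhibition at least 50% but not in every replicate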
Target sequence (P43351 whole entry, looked up): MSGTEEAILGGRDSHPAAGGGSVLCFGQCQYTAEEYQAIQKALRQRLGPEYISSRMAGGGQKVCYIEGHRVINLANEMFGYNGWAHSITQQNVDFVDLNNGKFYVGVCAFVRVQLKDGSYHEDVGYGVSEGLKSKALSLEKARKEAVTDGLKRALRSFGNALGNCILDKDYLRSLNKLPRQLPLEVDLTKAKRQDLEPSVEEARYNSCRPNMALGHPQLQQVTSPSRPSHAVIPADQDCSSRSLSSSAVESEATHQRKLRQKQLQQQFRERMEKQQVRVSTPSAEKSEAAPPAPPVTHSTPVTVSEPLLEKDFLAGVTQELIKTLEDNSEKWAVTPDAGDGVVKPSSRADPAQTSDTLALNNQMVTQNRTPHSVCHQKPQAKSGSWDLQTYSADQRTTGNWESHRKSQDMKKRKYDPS
miR122 inh: miR-122 Renilla sensor signal increase in Huh7, primary screen, miR-122 inhibitor project, cell-based, single point, plate reader; activation (reporter increase), % at 12.5 µM; Huh7 miR-122 Renilla luciferase sensor, 48 h; neutral wells = 0, positive control = 100; AID 602342, 2012; hit rate 0.3% among 340,000;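 active = mean replicate activation score at least 90 and every replicate individually at or above 90; inconclusive = only one of the two criteria met; inactive = neither criterion met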;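 also: higher luciferase means less miR-122 activity so hits act as miR-122 inhibitors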
PGC1a acetyl inh: inhibitors of PGC1a acetylation signal, primary screen, cell-based, U2OS, AlphaScreen, inhibitor mode | AlphaScreen anti-acetyl-lysine; with virally co-expressed GCN5 acetyltransferase | inhibition, % at 15.6 µM | hit rate 0.17% among 350,000;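 active = every replicate shows inhibition of at least 40%; inconclusive = mean inhibition at least 40% but some replicate below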;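 also: 0% = neutral control wells and 100% = positive control wells; some results beyond the cut were filed as inactive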
ERAP1 inh: human ERAP1 aminopeptidase inhibitors, primary screen, biochemical, single point, plate reader; Endoplasmic reticulum aminopeptidase 1 (Homo sapiens), Q9NZ08; recombinant ERAP1, Leu-AMC fluorescence, 60 min; inhibition, % at 10.7 µM; hit rate 0.15% among 340,000; AID 652197, 2013;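 active = mean replicate inhibition of at least 30%, or all replicates individually reaching that 30% level; inactive = mean below 30% and not every replicate reaching it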;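 also: 0% = neutral control wells and 100% = L-leucinethiol positive control wells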
Cneo AK release: Cryptococcus neoformans cell lysis inducers, primary screen, AK release luminescence, single concentration; C. neoformans lysis, adenylate kinase release luminescence, 4 h; normalised: neutral wells 0, clomiphene wells 100; lysis activity, % at 15 µM; AID 651654, 2012; hit rate 0.2% among 360,000;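 active = mean lysis activity across replicates of at least 80%, whatever share of replicates individually reach that level; inactive = mean lysis activity below 80%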
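Material – log-phase Cryptococcus neoformans yeast cells · Input – 5 × 10^6 yeast cells/mL · Medium – fresh YPD growth medium · Doses – single compound concentration per well · Timing – static 4 h at 37 °C with compound, 1 h detection · Detection – adenylate kinase release luminescence · Read-out – signal increase indicating cell lysis · Control set – Clomiphene as positive lysis control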
* hit, by the source's call; ? = inconclusive; nt = not tested or not shown; [ ] = another dose, or the depositor's remark. Random draw from the library. About 1.4% of those tested had a hit in this group.

SMILES	RAD54 inh	PglD DTNB	E-sel inducer	RAD52 anneal inh	miR122 inh	PGC1a acetyl inh	ERAP1 inh	Cneo AK release
CCOC(=O)NC(=O)CSc1nc2ccc(C)cc2[nH]1	nt	nt	nt	-22	8	8	-4	nt
CCOC(=O)c1cncc(C(=O)O)c1	-1	-5	nt	nt	0	10	nt	-1
CC(C)(C)CC(=O)NCc1ccc(F)cc1	-21	11	nt	nt	-1	17	nt	1
O=S(=O)(Nc1nc2c(s1)CCCC2)c1ccc2ccccc2c1	-9	4	nt	nt	1	2	nt	1
CCOc1ccc(N(C)C(=O)CCc2nnc3ccc(NCc4ccco4)nn23)cc1	-3	-3	nt	-20	-2	-4	-5	4
CC12CCC(C(=O)Nc3ccc(Cl)cc3)([C@H](Br)C1=O)C2(C)C (stereo not given in full)	3	-3	-0.1	-11	-2	-10	-1	5
CCN(c1ccccc1)S(=O)(=O)c1ccc(C(=O)Nc2ccccc2OC)cc1	3	0	-0.2	-9	nt	-20	4	3
CNC(=O)C[C@@H]1CC[C@H]2[C@H](COc3ccc(NC(=O)Nc4ccc(C)cc4)cc3C(=O)N2C)O1	-6	1	0.2	-2	2[16.7 µM]	-7	-2	4
COc1ccc(C(c2sc3ncnn3c2O)N2CC(C)OC(C)C2)cc1OC (stereo not given)	-7	2	nt	-22	nt	nt	3	-2
COc1ccc(/C=C2\CCCC3C2=NN(C(=O)CSc2n[nH]c(N)n2)C3c2ccc(OC)cc2)cc1 (stereo not given)	14	1	-2.7	-5	nt	nt	-2	0
O=c1c(Cl)c(Cl)cnn1Cc1nnc(-c2ccc(Cl)cc2)o1	nt	nt	-7.6	-9	nt	-73	-1	nt
O=C(CCl)Nc1ccc(-c2ccccc2)cc1	nt	nt	1.6	-8	-8	-21	nt	nt
CCOC(=O)C1=C(C)NC(=O)NC1c1ccc(-c2ccccc2F)o1 (stereo not given)	-4	0	-0.1	-53	-8	-2	0	22
Cc1ccc(NC(=O)COC(=O)Cn2cnc3ccccc32)c([N+](=O)[O-])c1	-2	-1	-0.2	-24	-8	-2	-8	2
Cc1ccc(NC(=O)CNC(=O)c2ccc(C(C)(C)C)cc2)cc1S(=O)(=O)N1CCOCC1	3	-3	nt	-5	1	nt	3	-1
Cn1c(=O)c2c(nc(Br)n2CCc2ccccc2)n(C)c1=O	-13	5	nt	nt	0	-9	nt	-5
CC(C)NC(=O)N(C)C[C@@H]1Oc2cc(C#C[C@@H](C)O)ccc2S(=O)(=O)N([C@@H](C)CO)C[C@@H]1C	2	-1	0.1	-6	10[16.7 µM]	11	-1	-1
O=C1CCCN1CCCNS(=O)(=O)c1ccc(Br)s1	6	-6	1.8	-6	nt	nt	1	0
CN(C)C(=O)c1cccn(Cc2cccc(C(F)(F)F)c2)c1=O	-11	1	nt	-12	-1	-12	-2	-6
COc1ccccc1NC(=S)NCc1ccco1	-8	-5	nt	nt	2	-9	nt	1
CCOC(=O)C1=C(CC)OC(N)=C(C#N)C1c1cccs1 (stereo not given)	-4	-10	nt	-33	11	-6	-4	-2
Cc1[nH]c2ccccc2c1-c1nc(N)sc1C	-1	7	0.0	-8	1	4	-1	-1
CN(C)C(=O)c1ccc(-c2cccc(-c3nc(C(=O)NC4CCC4)cc4c3[C@@H](CCO)N([S@](=O)C(C)(C)C)C4)c2)cc1	5	4	2.4	-10	nt	1	0	1
Cn1ncc([N+](=O)[O-])c1C(=O)Nc1ccc2c(c1)OCCO2	6	6	nt	nt	3	13	nt	0
CC(C)Oc1ccc(C(=O)NC2CCSc3ccccc32)cc1 (stereo not given)	-4	-2	-1.2	-18	nt	nt	3	-2
COc1cccc(NC(=O)CSc2nnc3ccc(-c4ccccn4)nn23)c1	1	2	nt	-9	nt	nt	2	-2
CCc1nnc(NC(=O)C2CCCCN2S(=O)(=O)c2ccccc2)s1 (stereo not given)	4	-9	0.0	-7	1	-7	-1	4
O=C(CSc1oc(-c2ccco2)nc1S(=O)(=O)c1ccc(Cl)cc1)NCC1CCCO1 (stereo not given)	-7	3	nt	nt	0	0	nt	-1
COc1ccc(C2(c3ccc(OC)cc3)NC(=O)N(CC(=O)Nc3ccccc3)C2=O)cc1	9	-5	nt	-11	-4	-3	-3	1
CCC(=O)N1CCN(C(C)=O)C1c1ccccc1 (stereo not given)	-9	nt	nt	nt	-5	-3	nt	3
Cc1cccc(S(=O)(=O)N2CC[C@H]3[C@@H](CO)N(C)c4ccc(-c5cccc(C#N)c5)cc4[C@H]32)c1	12	2	-0.3	37	-6[16.7 µM]	-1	-1	5
COc1ccccc1-c1cnc(C(O)c2cccc(CN3CCCCC3)c2)[nH]1 (stereo not given)	2	-3	0.0	1	1	-5	4	0
CC1CCCC(NC(=O)CN(C)CC(=O)Nc2ccc(F)cc2)C1C (stereo not given)	5	-4	-0.2	-10	nt	nt	-4	-2
CCCNC(=O)[C@@H]1[C@@H](CO)[C@@H]2Cn3c(ccc(C4=CCCCC4)c3=O)[C@H]1N2Cc1cocn1	-4	0	-0.4	-4	5[16.7 µM]	nt	-2	53
COCCOC(=O)C1=C(N)OC2=C(C(=O)CC(C)(C)C2)C1c1cccnc1 (stereo not given)	1	-1	nt	nt	0	1	nt	2
CCOC(=O)c1c(C)n(C)c2ccc(OCC(O)CN3CCN(C)CC3)cc12 (stereo not given)	?	-7	nt	1	3	-11	nt	-2
COCCN(CC(=O)Nc1cccc(C)c1C)C(=O)c1cc2c(s1)CCC2	2	0	nt	-16	7	-6	3	1
COc1cccc(C(C(=O)NC2CCCC2)N(C(=O)c2ccco2)c2ccccc2F)c1OC (stereo not given)	-2	0	-0.1	-10	7	-5	-6	2
CCOc1ncccc1C(=O)NCc1ccc(OC)cc1	-3	3	nt	nt	19	-5	nt	-2
CCC(C)N(C(=O)c1csnn1)C(C(=O)NCc1ccc(F)cc1)c1ccco1 (stereo not given)	-8	-1	nt	nt	-10	nt	nt	1
O=c1c2ccccc2nc2c3ccccc3c(NCc3ccco3)nn12	15	4	nt	nt	-3	-10	nt	-1
COc1ccc(C(=O)C2CCCN(C(=O)Cn3nc(C)nc3C)C2)cc1F (stereo not given)	5	2	-1.4	-35	-12	nt	-1	-1
O=C(NCCC1=CCCCC1)C1CCC(=O)N(Cc2cccc(C(F)(F)F)c2)C1 (stereo not given)	0	4	1.2	-8	-2	-3	-1	1
CC(=O)NC(C)c1ccc(C(=O)CSc2nnc(C3CC3)n2C2CC2)cc1 (stereo not given)	nt	nt	-0.4	5	nt	2	2	nt
Cc1cccc(C(=O)NC(C)c2ccc(-n3ccnc3)cc2)c1C (stereo not given)	-5	6	nt	-16	-2	9	1	4
COC(=O)[C@H]1C[C@@H]1[C@H](NC(=O)c1cccnc1)c1ccccc1	-4	0	7.7	4	nt	nt	nt	-6
COC(=O)c1c(C(=O)OC)c(-c2ccc(Br)cc2)n2c1CS(=O)C2 (stereo not given)	-5	3	nt	-1	-14	-6	2	-3
Nc1nnc(SCC(=O)Nc2cc(F)ccc2F)s1	2	4	nt	-7	-1	nt	-3	-2
Cc1n[nH]c(=O)c2c(NC(=O)CSc3nc4ccccc4c(=O)n3-c3ccc(OC(F)F)cc3)oc(C)c12	-9	3	nt	-14	-11	nt	3	0
O=C(NCC[C@@H]1CC[C@H](NC(=O)C2CCCC2)[C@@H](CO)O1)c1cnccn1	4	2	0.0	-2	1[16.7 µM]	7	0	-3
CC(OC(=O)CCc1ccccc1)C(=O)Nc1ncc(Cl)cc1Cl (stereo not given)	3	-1	-0.4	-7	nt	nt	0	0
CC(=O)c1ccc(NS(=O)(=O)c2ccc(CC(C)C)cc2)cc1	-4	-4	nt	nt	nt	-8	nt	4
N#CC(c1ccc(Cl)cc1)c1nc2ccccc2nc1C(F)(F)F (stereo not given)	-11	3	nt	nt	-7	-4	nt	-1
Cc1cc(C)c(S(=O)(=O)N2CCN(S(=O)(=O)N3CCCCCC3)CC2)c(C)c1	12	2	0.2	0	nt	nt	1	-1
O=C(NO)C1CC2C=CC1C2 (stereo not given)	-6	-1	nt	nt	2	0	nt	-1
CN(C)C(=O)[C@H]1[C@H](CO)[C@H]2Cn3c(ccc(-c4ccccc4)c3=O)[C@H]2N1CCC(F)(F)F	-1	2	-0.1	18	nt	nt	0	46
CN(C)S(=O)(=O)c1ccc(C(=O)OCC(=O)NCc2ccco2)cc1	-8	2	nt	3	-4	6	5	-2
Clc1ccc(-c2ccccc2)nn1	9	1	0.2	-6	2	6	-2	-3
Cc1ccccc1NC(=O)C1CC(=O)N(Cc2ccccc2)C1 (stereo not given)	7	7	nt	-9	1	-7	0	1
CCOC(=O)c1cc2c(=O)n3ccccc3nc2n(Cc2ccco2)c1=NC(=O)c1ccc(OC)cc1	nt	nt	0.3	-45	nt	2	11	nt

Following part.
SMILES	RAD54 inh	PglD DTNB	E-sel inducer	RAD52 anneal inh	miR122 inh	PGC1a acetyl inh	ERAP1 inh	Cneo AK release
COC(=O)[C@]1(Cc2ccccc2)N[C@H](CN(C)C(=O)c2ccccc2)[C@@H]2C(=O)N(C)C(=O)[C@@H]21	-5	-5	0.0	-12	nt	nt	-3	-2
CCc1nc2ccccc2c(C(=O)OCC(=O)N(CCOC)c2c(N)n(Cc3ccccc3)c(=O)[nH]c2=O)c1C	-1	2	8.3	-5	-1	nt	3	-6
C=C(C)C(=O)Nc1cccc(C2=NOC3(C2)C[C@@H](C(N)=O)N(C(=O)/C=C/CC)C3)c1 (stereo not given in full)	-3	5	0.0	-12	0	2	0	-2
COc1ccc(C)cc1N(C(=O)c1snc(C(N)=O)c1N)C(C(=O)NC1CCCC1)c1ccc(F)cc1 (stereo not given)	7	-6	nt	5	8	nt	3	7
Cc1ccc(N(C(=O)Cn2nnc(-c3ccc(C)o3)n2)C(C(=O)NC2CCCC2)c2ccco2)cc1 (stereo not given)	-6	-3	nt	nt	-6	-22	nt	-4
CN(C)C(=O)C[C@H]1CC[C@@H](NC(=O)C2CC2)[C@H](CO)O1	-1	3	-0.4	1	nt	23	0	-4
O=S(=O)(NCc1ccccc1)c1ccccc1Br	-3	-4	-0.2	2	35	nt	-3	-7
[N-]=[N+]=CC(=O)CNC(=O)[C@@H](Cc1ccccc1)N1C(=O)c2ccccc2C1=O	5	-2	nt	nt	1	9	nt	2
COc1cccc(C(=O)Nc2ccc3c(c2)C(=O)N(C)[C@@H]2CC[C@@H](CC(=O)NCC(F)(F)F)O[C@@H]2CO3)c1	6	3	0.1	-6	-28[16.7 µM]	0	2	-4

Entries shown so far containing a nitro group on carbon, in the order listed:
SMILES	RAD54 inh	PglD DTNB	E-sel inducer	RAD52 anneal inh	miR122 inh	PGC1a acetyl inh	ERAP1 inh	Cneo AK release
Cc1ccc(NC(=O)COC(=O)Cn2cnc3ccccc32)c([N+](=O)[O-])c1	-2	-1	-0.2	-24	-8	-2	-8	2
Cn1ncc([N+](=O)[O-])c1C(=O)Nc1ccc2c(c1)OCCO2	6	6	nt	nt	3	13	nt	0

Assay outcomes as filed in PubChem BioAssay.
